# HIV peptide binding – inhibitors of HIV fusion peptide binding, primary screen, biochemical, uHTS, fluorescence dequenching (AID 1986); 290,000 compounds, 0.3% hits; one-dose inhibition, % at 20 µM; IC50 in µM for titrated hits; cell-free peptide binding, fluorescence dequenching, 30 min; higher % means a stronger effect; in the data active = inhibition mostly above about 52%, no sharp cut-off; inactive = mostly below about 76%; note: some results filed as inactive read as strong as hits
# GPR55 beta-arrestin – selective activators of receptor GPR55 – imaging, U2OS cells, beta-arrestin-GFP redistribution, primary screen (AID 1961); 290,000 compounds, 0.048% hits; U2OS GPR55 beta-arrestin-GFP redistribution imaging; higher % means a stronger effect; activation, % at 10 µM; hits with a dose series show EC50 in µM;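 active = activation above 40% with more than 50 cells counted in the well; inconclusive = wells holding fewer than 50 cells, flagged as toxic or sparse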;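 note: U2OS osteosarcoma cells stably expressing GPR55 and beta-arrestin-GFP; plate controls were DMSO negative control for no effect and LPI positive control for full effect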
# KOR beta-arrestin-1 – KOR antagonists, beta-arrestin recruitment, cell-based, luminescence, uHTS (AID 1778) | KOR beta-arrestin recruitment, luminescence, antagonist mode; higher % means a stronger effect | inhibition, % at 10 µM; hits with a dose series show IC50 in µM | 290,000 compounds, 0.091% hits; in the data active = inhibition above about 50%; note: strong numbers were not always called active
# GPR35 arrestin U2OS – GPR35 antagonists blocking zaprinast-driven arrestin recruitment, primary screen, imaging, U2OS, beta-arrestin-GFP, zaprinast agonist (AID 2058) | 290,000 compounds, 0.052% hits | U2OS GPR35 beta-arrestin-GFP translocation imaging, zaprinast antagonism; higher % means a stronger effect | one-dose inhibition, % at 10 µM; IC50 in µM for titrated hits;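 active = inhibition of at least 50% with at least 30 cells and total cytoplasm GFP at most 10,000,000; inconclusive = under 30 cells or total GFP of 10,000,000 plus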
# KOR beta-arrestin-2 – KOR agonists, beta-arrestin recruitment, primary screen, cell-based, luminescence, uHTS (AID 1777); KOR beta-arrestin recruitment, luminescence; higher % means a stronger effect; one-dose activation, % at 10 µM; EC50 in µM for titrated hits; 280,000 compounds, 0.02% hits; in the data active = activation above about 50%, passing the limit was not always enough; note: a part of the inactive calls stands beside numbers as strong as those of hits
# NOD1 inhibition – inhibition of NOD1-driven NF-kB reporter – cell-based, luminescence, uHTS, primary screen (AID 1578); NOD1-driven NF-kB luciferase reporter cells, luminescence; higher % means a stronger effect; inhibition, % at 4 µM; hits with a dose series show EC50 in µM; 290,000 compounds, 1% hits; in the data active = inhibition mostly above about 36%, no sharp cut-off; inactive = mostly below about 34%;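 note: HEK-293T reporter cells stimulated with the NOD1 agonist gamma-tri-DAP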
# West Nile antiviral – West Nile virus antiviral activity, cell-based, CPE readout (AID 1621); West Nile virus-infected cells, CPE inhibition; higher % means a stronger effect; CPE inhibition, % at 10 µM; hits with a dose series show IC50 in µM; 290,000 compounds, 0.02% hits; in the data active = a potency from the dose series; inconclusive = CPE inhibition mostly from about 3.7% at the one dose, without a potency; inactive = the rest, 99 in 100 with CPE inhibition below about 2.2%; note: strong numbers were not always called active
# GPR55 LPI antagonism – inhibition of LPI-stimulated GPR55 beta-arrestin translocation – imaging, U2OS, beta-arrestin-GFP, LPI agonist, primary screen (AID 2013); U2OS GPR55 beta-arrestin-GFP translocation imaging, LPI antagonism; higher % means a stronger effect; one-dose inhibition, % at 10 µM; IC50 in µM for titrated hits; 290,000 compounds, 0.13% hits;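 active = spots per cell inhibited over 60%, with over 100 cells counted and total cytoplasm intensity under 500,000; inconclusive = wells with under 100 cells, flagged as likely toxic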;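 note: U2OS cells stably carrying GPR55 and arrestin-GFP stimulated by 5 µM LPI near EC80; imaged beta-arrestin-GFP aggregate spots per cell after agonist stimulation; plate controls were LPI-stimulated DMSO wells for no effect and DMSO wells without LPI for full effect; some results filed as inactive read as strong as hits; confirmed hits need IC50 under 10 µM and bright autofluorescent wells are also inconclusive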
# NS5 inhibitors – Dengue-2 NS5 methyltransferase inhibitors, primary screen, biochemical, confirmation dose response (AID 588689); Dengue-2 NS5 methyltransferase capping enzyme assay, biochemical; higher % means a stronger effect; inhibition, % at 25 µM; hits with a dose series show IC50 in µM; 340,000 compounds, 0.3% hits; in the data active = a potency from the dose series; inconclusive = inhibition above about 29% without an active follow-up result
# NS5 inhibitors pilot replicate – second read-out of NS5 inhibitors, no call of its own (marks repeat the call); inhibition, %; measured here: pilot screen replicate inhibition
# An asterisk follows results filed as active; ? = inconclusive; nt = not tested or not shown; [ ] = remark or other dose. Some of the compounds tested (hit frequency here may not be typical).
SMILES,HIV peptide binding,GPR55 beta-arrestin,KOR beta-arrestin-1,GPR35 arrestin U2OS,KOR beta-arrestin-2,NOD1 inhibition,West Nile antiviral,GPR55 LPI antagonism,NS5 inhibitors,others
c1ccc2sc(C3CCNCC3)nc2c1,1.2%,-0.1%,16.4%,-0.5%,-1.6%,-12.8%,-0.1%,2.7%,-6.2%,
COc1ccccc1N1CCN(Cc2ccccc2Cl)CC1,8.0%,-0.1%,1.8%,19.0%,-5.2%,-17.2%,-0.3%,19.7%,-7.5%,
CCCn1c(C(=O)c2ccccc2OC)nc2ccccc21,-1.2%,0.1%,6.7%[20 µM],11.0%,-5.3%,-26.6%,0.3%,7.5%,nt,
Cn1c(O)c(C(=NCCN2CCCCC2)c2ccccc2Cl)c(=O)n(C)c1=O,-3.0%,0.6%,-28.4%,7.6%,-1.1%,-2.4%,-1.0%,1.2%,0.0%,
COc1ccccc1OCCCOc1cccc(/C=C2\SC(=O)NC2=O)c1,57.3%,-0.2%,-47.7%[20 µM],6.5%,5.5%,9.43µM*,-1.2%,6.3%,-2.0%,NS5 inhibitors pilot replicate=6.4
O=P(Nc1cccnc1)(Oc1ccccc1Cl)Oc1ccccc1Cl,-1.8%,0.2%,-28.8%,2.9%,-0.1%,-3.0%,-0.5%,2.9%,5.1%,
CN1C(=O)NC(=O)/C(=C\c2ccc([N+](=O)[O-])o2)C1=O,30.0%,0.1%,11.1%,-1.0%,-6.0%,-27.2%,-0.7%,8.9%,42.6µM*,
O=C(Cc1ccccc1)OCCN1CCOCC1,-0.7%,-0.3%,-8.6%,-9.9%,16.6%,-6.2%,0.2%,14.1%,-5.1%,
O=C(C[N+]12CCC(CC1)C(OC(=O)c1ccccc1)C2)c1ccc([N+](=O)[O-])cc1 (stereo unspecified),-0.5%,0.2%,9.8%,-14.4%,3.7%,-10.4%,0.4%,8.2%,-7.0%,
CN1CCN(c2ccc(C=O)cc2)CC1,-1.0%,0.0%,-0.9%,6.3%,-3.3%,12.9%,0.9%,-12.7%,-2.4%,
CC(C)c1ccccc1OCC(=O)N1CCCN(C)CC1,-0.1%,0.0%,5.5%,1.4%,-3.5%,-0.9%,-0.1%,2.9%,-6.4%,
O=C1CSC2(CN3CCC2CC3)N1 (stereo unspecified),-1.9%,-0.1%,-3.7%,-5.9%,-9.0%,-10.2%,nt,10.2%,-7.6%,
O=C(COC(=O)Cc1ccccc1)Nc1ncc(Cl)cc1Cl,2.6%,-0.1%,19.7%,3.3%,-2.9%,0.6%,0.1%,-2.9%,3.4%,
CCCCn1c(O)c(C(CC)=NCc2ccc(F)cc2)c(=O)[nH]c1=O,1.0%,-0.2%,-1.8%,-0.6%,-0.6%,20.8%,-0.9%,11.6%,-4.5%,
Cc1ccc(NS(=O)(=O)c2cc(NC(=O)c3ccc4c(c3)NC(=O)CS4)ccc2Cl)c(C)c1,3.0%,-0.1%,-54.9%[20 µM],-24.5%,0.2%,6.38µM*,2.2%,4.7%,-2.8%,
Cc1cccc(-n2c(O)c(C=NCCN3CCNCC3)c(=O)[nH]c2=S)c1,1.4%,-0.1%,-11.8%,16.2%,-1.9%,-7.0%,-0.3%,-11.5%,0.7%,
O=C1/C(=C\c2cc3c(cc2Cl)OCO3)N2CCC1CC2,7.3%,0.6%,-28.9%,0.6%,20.0%,25.4%,-0.2%,-1.1%,-4.4%,
CCOP(=O)(OCC)C(C)(C)NC(=O)C(Cl)(Cl)Cl,2.0%,0.0%,1.1%,-7.6%,-1.2%,3.3%,0.1%,1.2%,-3.9%,
Cc1ccccc1CCNCc1cc2cccc(C)c2[nH]c1=O,-0.9%,1.6%,-18.2%,0.9%,-6.8%,-8.3%,-0.7%,19.4%,-9.2%,
CCCCn1c(=O)c(C(=O)Nc2ncccc2C)c(O)c2ccccc21,5.2%,0.4%,2.3%[20 µM],-3.1%,-6.0%,-5.3%,-1.4%,3.2%,-3.9%,
CC(C)(C)C1CCC2(CC1)C(C#N)=C(SCC(=O)NC1CCCCC1)NC(=O)C2C#N (stereo unspecified),19.0%,0.2%,-3.6%,-15.4%,5.9%,6.58µM*,-1.3%,16.1%,-2.1%,
CN1CCC(N(C)c2ccc(C(N)=O)cc2[N+](=O)[O-])CC1,0.0%,-0.2%,nt,8.8%,nt,-17.3%,-0.4%,-2.6%,-5.8%,
O=C(Nc1ccc(OC(F)F)cc1)Nc1cccc(C(F)(F)F)c1,-4.0%,0.2%,7.9%,17.8%,7.7%,8.15µM*,?,-5.5%,0.7%,NS5 inhibitors pilot replicate=-6.8
O=[N+]([O-])c1ccc(N2CCNCC2)c(Cl)c1,0.5%,0.0%,24.3%[20 µM],0.2%,-5.2%,-24.0%,0.1%,2.2%,1.5%,
Cc1ccc(-c2nc3ccccc3c(=O)n2-c2ncccc2C)cc1,0.0%,-0.1%,-29.3%,7.7%,3.5%,3.2%,0.1%,20.3%,-1.9%,NS5 inhibitors pilot replicate=3.3
SMILES,HIV peptide binding,GPR55 beta-arrestin,KOR beta-arrestin-1,GPR35 arrestin U2OS,KOR beta-arrestin-2,NOD1 inhibition,West Nile antiviral,GPR55 LPI antagonism,NS5 inhibitors,others
COc1ccc(C2CN(C)CC2C(=O)c2ccc(F)cc2)cc1Cl (stereo unspecified),-0.8%,-0.3%,-45.0%,-1.7%,7.0%,-30.7%,-0.3%,-4.2%,-8.2%,
COc1ccc(S(=O)(=O)Cc2ccc(C(=O)N3CCC4(CC3)OCCO4)o2)cc1,-0.6%,0.5%,7.7%,-5.7%,8.1%,-13.9%,0.5%,-7.1%,1.1%,
COc1cc(OC)c(OC)cc1CNCCc1cccc(F)c1,-0.2%,-0.1%,18.0%,2.4%,-5.5%,-6.0%,-0.5%,12.5%,-11.1%,
c1ccc(CNC2=NCCS2)cc1,0.9%,-0.1%,-27.8%,-9.2%,21.6%,5.7%,-0.1%,-12.4%,-4.8%,
Cc1cc(OC(=O)CCCNC(=O)OC(C)(C)C)c2c3c(c(=O)oc2c1)CCC3,-1.0%,0.0%,-2.3%,5.1%,2.6%,-5.7%,-0.2%,nt,-2.6%,
Cc1cc(Oc2ccc(C(F)(F)F)cc2[N+](=O)[O-])c2c3c(c(=O)oc2c1)CCCC3,1.0%,-0.1%,18.8%,-0.1%,1.0%,-17.1%,-1.1%,12.5%,0.6%,
CCOC(=O)/C(=N\Nc1ccccc1)N1CC1,-2.1%,0.1%,11.8%,-2.1%,-4.4%,-37.5%,0.2%,7.6%,-2.2%,
CCCCNS(=O)(=O)c1ccc(OCC(=O)N2CCN(Cc3ccc4c(c3)OCO4)CC2)cc1,-0.4%,0.3%,-0.7%,-0.6%,-3.5%,19.1%,-1.8%,-14.9%,-7.2%,
Cc1ccc(CN(Cc2ccccc2)C(=S)NCC(=O)N2CCC3(CC2)OCCO3)o1,0.1%,0.2%,-4.5%,-5.9%,5.0%,-33.5%,-1.1%,4.5%,0.7%,
CCN1CCN(c2cc(N3CCCC3)c(F)cc2[N+](=O)[O-])CC1,-1.2%,-0.2%,-21.0%,16.8%,5.3%,-17.3%,-0.6%,5.3%,5.2%,
Cc1cc(/C=C2/C(=O)NC(=O)N(Cc3ccco3)C2=O)c(C)n1-c1ccccc1,92.7%,0.4%,3.3%,-6.3%,-3.8%,-9.0%,1.0%,-2.1%,9.6%,
CC(C)=CCOc1c2occc2cc2ccc(=O)oc12,1.1%,-0.1%,9.1%,-9.4%,-1.8%,-26.2%,1.1%,2.8%,-15.2%,
COc1cc2c(C(=O)N3CCN(C)CC3)c(C)n(C)c2cc1Br,-1.0%,-0.1%,4.1%,-4.9%,0.5%,-18.5%,-0.3%,20.5%,17.1%,
COc1ccccc1/C=C1/C(=N/O)C2CCN1CC2,-2.2%,0.3%,9.8%,12.2%,1.1%,-2.9%,1.4%,0.2%,-5.5%,
OC(CCNCCc1c[nH]c2ccccc12)C(F)(F)F (stereo unspecified),2.9%,0.0%,-30.0%,7.0%,4.6%,-40.5%,-0.2%,-4.3%,-7.5%,
CCCC(C)n1[nH]c(=O)c2c1NC(=O)CSC2c1ccccc1 (stereo unspecified),-1.0%,-0.1%,30.5%,-0.6%,-5.2%,-4.2%,-0.3%,11.3%,-1.5%,
Cc1cccc(CN2CCN(c3ccc(Cl)cc3)CC2)c1,0.1%,-0.2%,-1.1%,13.3%,0.4%,-0.7%,-0.1%,15.7%,-10.3%,
CCOc1ccc2nc(N=Nc3c(O)[nH]c(=O)[nH]c3=O)sc2c1,4.7%,0.2%,-4.8%,-8.1%,0.3%,-10.3%,0.3%,3.8%,3.1%,
Cc1ccc(NC(=O)c2cc(-c3ccccc3)n(CCCN3CCOCC3)c2C)cc1,-1.6%,-0.2%,-2.6%,4.0%,nt,7.6%,-0.4%,7.6%,nt,
CC(=O)N1CC(=O)Nc2ccc(Cl)cc2C1c1ccc(F)cc1 (stereo unspecified),-1.4%,0.2%,10.5%,16.9%,2.0%,-10.6%,-0.1%,5.4%,-1.6%,
Clc1cccc(Cl)c1CN1CCN(c2ccccc2)CC1,2.7%,0.0%,4.4%,9.2%,1.2%,15.9%,0.5%,-4.5%,-9.7%,
C=C1C[C@@H]2[C@H](CC[C@]3(C)C(=O)CC[C@@H]23)[C@@]2(C)C=CC(=O)C=C12,-0.8%,-0.5%,-25.9%,3.8%,-0.5%,-2.2%,1.2%,-5.9%,nt,
C/C(=N\N1CCCCC1c1cccnc1)c1c(O)n(C2CCCCC2)c(=S)[nH]c1=O (stereo unspecified),12.9%,0.1%,-4.3%,-1.1%,0.9%,7.7%,0.4%,34.3%,4.0%,
O=c1nc(/C=C/c2cc([N+](=O)[O-])ccc2Cl)cc(C(F)(F)F)[nH]1,-2.5%,-0.1%,-15.1%,-3.9%,-0.6%,6.85µM*,2.9%,4.4%,42.0%,NS5 inhibitors pilot replicate=7.0
CCOP(=O)(OCC)C(CC)N1CCOCC1 (stereo unspecified),1.4%,0.3%,-23.3%,-0.1%,-3.3%,-0.9%,0.1%,5.9%,nt,
Cn1cccc1/C=C1\C(=O)NC(=O)N(CCC2=CCCCC2)C1=O,15.9%,-0.1%,-63.9%,-6.6%,-0.7%,-2.4%,-0.5%,-8.4%,?,
CC(c1ccccc1)(c1ccccc1)c1ccncc1,-1.2%,1.6%,17.7%,-6.7%,-3.5%,-2.5%,0.3%,48.5%,-0.7%,
